# Bioassay records deposited in PubChem by several laboratories.
# RGS7-Gao reg = regulators of human RGS7-Galphao interaction; Multiplexed bead flow cytometry, RGS7-Galphao binding; actives lie on both sides; 0.35% of 220,000 active; binding response (% of control), % at 10 µM; P09471; in the data active = binding response below about 49% or above about 150%; inconclusive = no clear call, values can overlap the other calls; inactive = in between;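 note: fluorescent Galphao held in activated GDP-AlF4 state binding bead-coupled RGS7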
# Target sequence (P09471 whole entry, looked up): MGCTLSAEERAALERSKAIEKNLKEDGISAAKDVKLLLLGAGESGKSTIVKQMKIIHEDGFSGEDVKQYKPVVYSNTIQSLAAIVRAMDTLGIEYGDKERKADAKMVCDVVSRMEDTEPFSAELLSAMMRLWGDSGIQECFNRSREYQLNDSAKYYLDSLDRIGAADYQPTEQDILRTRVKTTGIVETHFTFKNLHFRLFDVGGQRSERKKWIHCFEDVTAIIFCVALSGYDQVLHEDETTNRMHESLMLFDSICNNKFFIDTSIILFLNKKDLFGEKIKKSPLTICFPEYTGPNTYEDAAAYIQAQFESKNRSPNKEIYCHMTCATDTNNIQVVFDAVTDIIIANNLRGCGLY
# Mcl1 Bid PPI = disrupts binding of human Mcl-1 to Bid peptide. TR-FRET Mcl-1/Bid-Dy647 peptide binding, 1536-well. inhibition, % at 21.7 µM. 0.97% of 220,000 active. Q07820. AID 1021;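 active = compounds that cut the binding signal by more than half at the single screening dose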;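 note: His-tagged Mcl-1 with europium anti-His antibody binding Bid BH3 peptide; 0% = Mcl-1 plus peptide wells and 100% = peptide-only wells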
# Bcl-XL Bim block = inhibitors of Bim-Bcl-XL interaction, human; Q07817; Bim peptide-Bcl-XL binding, bead flow cytometry, fluorescence; inhibition, % at 10 µM; 0.04% of 190,000 active; AID 1007
# Bim-Bcl-2 = disrupts Bim peptide binding to human Bcl-2; Bead-based flow cytometry, Bim peptide-Bcl-2 binding; AID 950; inhibition, % at 10 µM; P10415; 0.06% of 190,000 active; in the data active = inhibition above about 40%; inconclusive = no clear call, values can overlap the other calls;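 note: 0% = no compound wells with probe peptide and 100% = reference peptide inhibitor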
# Target sequence (P10415 whole entry, looked up): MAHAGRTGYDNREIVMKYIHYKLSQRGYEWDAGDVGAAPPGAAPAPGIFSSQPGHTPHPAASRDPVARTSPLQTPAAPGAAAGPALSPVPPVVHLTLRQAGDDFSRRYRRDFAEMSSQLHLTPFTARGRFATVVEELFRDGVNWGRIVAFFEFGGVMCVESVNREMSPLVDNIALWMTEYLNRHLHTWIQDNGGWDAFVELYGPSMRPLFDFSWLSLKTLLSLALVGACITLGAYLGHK
# Bim-Bcl-W = human Bim-Bcl-W interaction inhibition; inhibition, % at 10 µM; Q92843; 0.02% of 190,000 active; bead-based flow cytometry, Bim peptide-Bcl-W binding;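 note: 0% = bound tracer without compound and 100% = peptide blocker; higher means less fluorescent Bim peptide bound to Bcl-W beads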
# Target sequence (Q92843 whole entry, looked up): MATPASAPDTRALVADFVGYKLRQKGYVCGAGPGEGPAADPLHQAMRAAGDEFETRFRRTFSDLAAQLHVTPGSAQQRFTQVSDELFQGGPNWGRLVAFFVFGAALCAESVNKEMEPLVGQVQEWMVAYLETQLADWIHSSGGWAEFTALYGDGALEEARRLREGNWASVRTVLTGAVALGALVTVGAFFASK
# RGS4-Gao reg = modulates binding of RGS4 to human Galphao | Multiplexed bead flow cytometry; actives lie on both sides | binding response (% of control), % at 10 µM | 0.33% of 220,000 active | AID 1415; in the data active = binding response below about 49% or above about 150%; inactive = in between;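 note: fluorescent Galphao activated with aluminum fluoride binding bead-coupled RGS4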
# Mcl-1 Bim block = disrupts Bim peptide binding to human Mcl-1 | 0.1% of 190,000 active | AID 1009 | Bead-based flow cytometry, Bim peptide-Mcl-1 binding | inhibition, % at 10 µM | Q07820;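 note: 0% = no compound tracer wells and 100% = peptide blocker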
# Bim-Bfl-1 = disrupts Bim binding to human Bfl-1; Q16548; Bead-based flow cytometry, Bim-Bfl-1 binding inhibition; inhibition, % at 10 µM; 0.12% of 190,000 active; AID 1008;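 note: 0% = wells without compound plus tracer and 100% = blocker peptide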
# Bim-Bcl-B = disrupts Bim peptide binding to human Bcl-B; Q9HD36; bead-based flow cytometry; inhibition, % at 10 µM; 0.073% of 190,000 active;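 note: 0% = tracer peptide without compound and 100% = reference inhibitor peptide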
# Target sequence (Q9HD36 whole entry, looked up): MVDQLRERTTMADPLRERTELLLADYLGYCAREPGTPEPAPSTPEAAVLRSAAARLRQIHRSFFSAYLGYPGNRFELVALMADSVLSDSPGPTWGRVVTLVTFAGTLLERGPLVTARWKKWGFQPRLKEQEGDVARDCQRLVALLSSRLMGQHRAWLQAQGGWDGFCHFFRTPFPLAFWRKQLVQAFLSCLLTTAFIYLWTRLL
# GSH bead fluor = GSH bead compound fluorescence profile | GSH beads flow cytometry, compound fluorescence 488/530 nm; stronger effect = higher value | fluorescence (KMESF) at 10 µM | 0.25% of 190,000 active; in the data active = fluorescence above about 89;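 note: glutathione beads carrying GST-tagged Bcl family fusion proteins plus one bare bead set; values are compound well signal with DMSO vehicle wells as background; inactives centre near 16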
# RGS8-Gao reg = modulates binding of RGS8 to human Galphao; multiplexed bead flow cytometry; actives lie on both sides; response (percent of control binding), % at 10 µM; 0.34% of 220,000 active; AID 1423; in the data active = response below about 60% or above about 140%; inactive = in between;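 note: Galphao activated as the GDP aluminium fluoride complex binding bead-coupled RGS8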
# Starred values were filed as active, the others as inactive; ? = inconclusive; [ ] = remark or other dose. Cut-off read from the data, not from the text of the source, unless noted: active = inhibition above about 40%.
entry	RGS7-Gao reg	Mcl1 Bid PPI	Bcl-XL Bim block	Bim-Bcl-2	Bim-Bcl-W	RGS4-Gao reg	Mcl-1 Bim block	Bim-Bfl-1	Bim-Bcl-B	GSH bead fluor	RGS8-Gao reg	compound
1	96	-63	1	-4	-1	105	-4	0	-4	8	104	COc1cc(/C=N/NC(=O)c2ccncc2)ccc1OC(=O)c1ccc([N+](=O)[O-])cc1
2	99	-35	0	0	-1	101	-1	-1	-1	7	100	Nc1nonc1C(=O)OCC(=O)N1CCCCC1
3	101	-40	0	-2	0	99	0	-2	0	13	99	COC(=O)CC(NC(=O)c1cccs1)c1ccc(OC)c(OC)c1 (configuration not stated)
4	96	-17	-1	0	0	99	3	3	-3	15	92	COc1cccc(CNC(=O)CNC(=S)N(Cc2ccccc2)Cc2ccccc2F)c1
5	108	0	-2	-1	-3	112	-1	-5	-6	13	102	CN(C)CCCN(C(=O)CCc1ccccc1)c1nc2ccc(Br)cc2s1
6	98	12	-5	-4	0	97	-2	-13	-7	28	101	O=C(c1cc(-c2ccccn2)nc2c(Cl)cccc12)N1CCN(C(=O)C2CCCO2)CC1 (configuration not stated)
7	103	19	-2	-7	-2	101	1	-8	-5	27	100	CCOC(=O)C1=c2s/c(=C\c3cccnc3)c(=O)n2C(N)=C(C(=O)OC)C1c1cccnc1 (configuration not stated)
8	106	-9	2	-8	0	104	2	-14	-8	30	103	CCOC(=O)C1=C2N(C)c3ccccc3N2CCC1=O

# (further entries)
entry	RGS7-Gao reg	Mcl1 Bid PPI	Bcl-XL Bim block	Bim-Bcl-2	Bim-Bcl-W	RGS4-Gao reg	Mcl-1 Bim block	Bim-Bfl-1	Bim-Bcl-B	GSH bead fluor	RGS8-Gao reg	compound
9	96	-5	-3	-8	-1	102	-2	-13	-6	14	103	COc1ccc(N2C(=O)CCC(C(=O)O)C2c2ccc(OC)c(OC)c2)cc1 (configuration not stated)
10	103	94*	-6	-5	2	104	1	-7	-6	16	107	CC(NC(=O)Cn1cnc2c1c(=O)n(C)c(=O)n2C)c1ccccc1 (configuration not stated)
11	101	11	-4	-4	-1	101	0	-12	-8	33	101	Cc1cc(N2CCN(c3ccccc3Cl)CC2)n2cc(-c3ccccc3)nc2n1
12	99	-11	-3	-10	0	96	2	-8	-6	18	94	CCOc1cc(C#N)c(NC(=O)c2ccnn2C)cc1OCC
13	98	-32	-9	-3	-5	99	-3	-6	-9	15	99	CCOC(=O)C1CCN(Cc2cn(C)nc2-c2ccc(Oc3ccccc3)cc2)CC1
14	97	-40	-1	0	0	100	2	-2	1	14	99	CC(=O)NC(Cc1c[nH]c2ccccc12)C(=O)OCC(=O)N1CCCCCC1 (configuration not stated)
15	99	-9	-5	-2	-3	96	-4	-4	-8	9	97	Cc1ccc(C(=O)CNc2cccc(Cl)c2)cc1
16	105	25	-9	-4	-2	103	-6	-7	-10	36	104	COc1ccc(C(c2nnnn2Cc2cccs2)N2CCN(c3ccccc3)CC2)cc1OC (configuration not stated)

# Continued:
entry	RGS7-Gao reg	Mcl1 Bid PPI	Bcl-XL Bim block	Bim-Bcl-2	Bim-Bcl-W	RGS4-Gao reg	Mcl-1 Bim block	Bim-Bfl-1	Bim-Bcl-B	GSH bead fluor	RGS8-Gao reg	compound
17	159*[activator]	-52	-9	-5	-6	106	-6	-6	-36	18	104	COc1ccccc1-n1c(-c2ccccc2)n[nH]c1=S
18	96	1	-7	-9	-4	100	0	-17	-12	28	100	O=C(Oc1ccc(-c2ccccc2)cc1)N1CCCCC1
19	106	-3	-4	-1	-5	108	-6	2	5	20	104	C#CCNC(=O)C1=C[C@H](c2ccc(C(F)(F)F)cc2)C[C@H](OCc2ccc(CO)cc2)O1
20	99	-31	-1	-3	0	102	-2	0	-5	9	99	CCOC(=O)C1=C(C(C)=O)C(c2cccnc2)C(C#N)=C(N)O1 (configuration not stated)
21	105	-37	-5	-1	-2	103	-1	-1	-3	4	100	CSc1ccccc1OC1CCN(Cc2ccccc2)CC1
22	94	-55	-10	-2	-10	94	-5	-7	-15	23	96	COc1ccccc1CNC(=S)Nc1ccc2nc(N3CCN(C)CC3)cc(C)c2c1
23	101	-13	0	-10	0	100	-2	-13	-10	30	99	O=CNCCCc1nc2ccccc2n1Cc1ccccc1
24	103	-39	-1	-5	0	102	1	-9	-10	17	102	Cc1cccc(Nc2nc(-c3ccc4c(c3)OCCO4)cs2)c1

# (cont.)
entry	RGS7-Gao reg	Mcl1 Bid PPI	Bcl-XL Bim block	Bim-Bcl-2	Bim-Bcl-W	RGS4-Gao reg	Mcl-1 Bim block	Bim-Bfl-1	Bim-Bcl-B	GSH bead fluor	RGS8-Gao reg	compound
25	97	-43	-2	-3	-4	97	-2	2	-21	14	95	Cc1cc(C)c(NC(=O)c2c[nH]c(=S)n2-c2ccc(F)cc2)c(C)c1
26	104	-14	14	4	3	100	15	2	-12	20	102	O=C(C1=C[C@@H](c2coc3ccccc3c2=O)C[C@@H](OCCCCO)O1)N1CCOCC1
27	99	6	3	-11	-1	99	-1	-12	-10	49	99	Cc1ccc(NC(=O)C2CCN(S(=O)(=O)c3ccc(F)cc3)CC2)cc1
28	96	-13	-5	-4	-1	93	1	-5	-7	16	97	CN1CCN(c2cc3c(c4c2[nH]c2ccccc24)C(=O)CC(C)(C)C3)CC1
29	103	-1	-2	-2	0	106	-2	0	-5	25	108	O=C(Nc1nc2ccc(Cl)cc2s1)[C@@H]1CCCN1C(=O)c1cccs1
30	96	-11	-11	-9	-7	94	-7	-11	-11	11	98	COc1ccccc1NC(CC(=O)c1ccccc1)C(=O)OCC(=O)c1ccc(C)c(C)c1 (configuration not stated)
31	96	-28	-1	-4	-1	98	-2	-9	-7	15	100	O=C(CCC1CCCN(C(=O)c2ccc3c(c2)OCCO3)C1)NCc1ccccc1F (configuration not stated)
32	103	-29	-5	0	0	104	-1	-1	-5	14	103	CCCN1CNC(=S)N(c2cc(C)ccc2C)C1

# Next records.
entry	RGS7-Gao reg	Mcl1 Bid PPI	Bcl-XL Bim block	Bim-Bcl-2	Bim-Bcl-W	RGS4-Gao reg	Mcl-1 Bim block	Bim-Bfl-1	Bim-Bcl-B	GSH bead fluor	RGS8-Gao reg	compound
33	96	-23	-12	-8	-4	102	-6	-5	3	27	109	Nc1ccc(CN2CCCCCC2)cc1
34	97	-45	-8	-7	-6	97	-4	-14	-14	17	98	COc1ccc(-c2nc3c(c4nnc(SC(C)C(=O)Nc5ccc(C)cc5)n24)COC(C)(C)C3)cc1 (configuration not stated)
35	107	-12	-3	-6	-7	104	-1	-9	-6	59	104	Nc1nc(SCc2ccc(F)cc2)ns1
36	99	-8	-1	-2	-1	105	0	-6	0	14	102	CC(=O)Nc1cc(-n2cnnn2)ccc1C
37	102	-26	-11	-9	-4	100	-2	-10	-6	13	100	CC(C)Cn1c(SCc2nnc(-c3cccs3)o2)nc(O)cc1=O
38	100	-10	-7	-6	-2	102	-2	-9	-5	48	102	Cc1cc2n(n1)C(c1ccccc1Cl)Nc1ccccc1-2 (configuration not stated)
39	96	-6	-2	-1	-1	96	0	-1	0	25	100	O=C(OCc1cc(Cl)ccc1OC(F)F)c1cc(S(=O)(=O)O)ccc1O
40	95	-14	-1	-6	0	101	0	-3	0	13	100	COc1ccccc1CNC(=O)c1ccc(OC(C)C)cc1

# An excerpt of these results, with two lines to a compound.
# Values run as follows: RGS7-Gao reg	Mcl1 Bid PPI	Bcl-XL Bim block	Bim-Bcl-2	Bim-Bcl-W	RGS4-Gao reg	Mcl-1 Bim block	Bim-Bfl-1	Bim-Bcl-B	GSH bead fluor	RGS8-Gao reg
33: Nc1ccc(CN2CCCCCC2)cc1
  96	-23	-12	-8	-4	102	-6	-5	3	27	109
40: COc1ccccc1CNC(=O)c1ccc(OC(C)C)cc1
  95	-14	-1	-6	0	101	0	-3	0	13	100
38: Cc1cc2n(n1)C(c1ccccc1Cl)Nc1ccccc1-2 (configuration not stated)
  100	-10	-7	-6	-2	102	-2	-9	-5	48	102
36: CC(=O)Nc1cc(-n2cnnn2)ccc1C
  99	-8	-1	-2	-1	105	0	-6	0	14	102
35: Nc1nc(SCc2ccc(F)cc2)ns1
  107	-12	-3	-6	-7	104	-1	-9	-6	59	104
39: O=C(OCc1cc(Cl)ccc1OC(F)F)c1cc(S(=O)(=O)O)ccc1O
  96	-6	-2	-1	-1	96	0	-1	0	25	100
34: COc1ccc(-c2nc3c(c4nnc(SC(C)C(=O)Nc5ccc(C)cc5)n24)COC(C)(C)C3)cc1 (configuration not stated)
  97	-45	-8	-7	-6	97	-4	-14	-14	17	98

# Continued:
entry	RGS7-Gao reg	Mcl1 Bid PPI	Bcl-XL Bim block	Bim-Bcl-2	Bim-Bcl-W	RGS4-Gao reg	Mcl-1 Bim block	Bim-Bfl-1	Bim-Bcl-B	GSH bead fluor	RGS8-Gao reg	compound
41	102	-10	-3	-1	-3	95	0	-3	-3	10	96	O=C(O)c1ccc(N2C(=O)Nc3ccccc3N2O)cc1
42	94	-7	-3	4	-4	99	0	0	-3	15	100	CCn1c(SCc2nc(-c3ccccc3)no2)nnc1-c1ccco1
43	106	-27	-7	-1	-5	103	-5	-4	-7	14	100	CC(C)[C@H](NC(=O)c1ccccc1)C(=O)OCC(=O)/C=C1/N(C)c2ccccc2C1(C)C
44	102	-25	-2	-7	0	104	0	-11	-6	14	102	CNC(=O)C1CC(=O)N(c2ccc(F)c(Cl)c2)C1 (configuration not stated)
45	103	-28	-3	0	-4	104	0	1	-2	21	113	CCOC(=O)C1CCCN(C(=O)c2ccc(CS(=O)(=O)c3ccc(C)cc3)o2)C1 (configuration not stated)
46	?	6	-2	2	0	107	0	2	-9	17	104	Cc1cccc(NC(=O)c2cc3ccccc3nc2C)c1
47	102	-19	2	0	1	103	0	-1	0	11	102	CC1C2NC(=O)N(Cc3ccccc3)C1(C)Oc1ccccc12 (configuration not stated)
48	101	3	-7	-2	-2	101	-3	0	-6	9	102	Cc1c(C(=O)N/N=C/C(C)C)[nH]c2ccc([N+](=O)[O-])cc12

# (more compounds)
entry	RGS7-Gao reg	Mcl1 Bid PPI	Bcl-XL Bim block	Bim-Bcl-2	Bim-Bcl-W	RGS4-Gao reg	Mcl-1 Bim block	Bim-Bfl-1	Bim-Bcl-B	GSH bead fluor	RGS8-Gao reg	compound
49	103	-2	-1	-1	0	103	-2	-3	-4	26	101	O=C(O)c1cc(C(=O)C2CCCCC2)c[nH]1
50	112	-20	-4	-1	-2	104	-1	0	-14	14	99	CCn1c(CSCc2ccccc2)n[nH]c1=S
51	?	-58	1	3	9	99	2	13	-6	14	99	O=C(/C=C/c1ccc(-c2ccccc2[N+](=O)[O-])o1)c1ccco1
52	97	-41	-5	-8	-6	99	-5	-15	-9	38	99	Cc1cc(C(=O)CC#N)c(C)n1-c1ccc(OC(F)F)cc1
53	105	11	-19	-9	0	107	1	-10	-5	34	103	COCC(=O)NC(C)c1nc2ccccc2[nH]1 (configuration not stated)
54	?	-27	-4	-4	0	102	-1	-6	-4	16	102	Cc1ccc(NC(=O)COC(=O)C2CC(=O)N(Cc3ccccc3)C2)cc1S(=O)(=O)N(C)C (configuration not stated)
55	104	-18	-3	-4	0	101	0	-4	-2	11	102	OC(CNCc1ccc(Cl)cc1)C(F)(F)F (configuration not stated)
